ELG1 repair inh: qHTS screen for small molecules that inhibit ELG1-dependent DNA repair in human embryonic kidney (HEK293T) cells expressing luciferase-tagged ELG1; HEK293T ELG1-luciferase reporter, luminescence, 16 h; DNA damage induced by 5-fluorouridine; Potency, µM (titrated, usually from 46.1 µM), for the others: at the highest dose activity change, negative = inhibition, actives largely listed as inhibitors; hit rate 2.3% among 330,000; also: potency is read from the fitted curve at half-maximal effect; % is scaled to controls: 0 for no effect and ±100 for the full control effect; nearly all actives have a fitted effect of over 55% in size
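Cells (2,000 per well) received 5-fluorouridine plus test compound or DMSO and were incubated 16 hr at 37 °C, 5% CO2. Luciferase activity was read by luminescence 30 min after ONE-Glo addition; signal suppression marked inhibition of damage-induced ELG1 function.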
Eya2 phos inh: qHTS Assay for Inhibitors of the Phosphatase Activity of Eya2; Protein phosphatase EYA2 (Homo sapiens), O00167; hit rate 0.006% among 330,000; recombinant Eya2, OMFP fluorescence dephosphorylation (OMFP is methylfluorescein phosphate); Potency, µM (top dose mostly 76.9 µM), without a hit: at the top dose activity, negative = inhibition, most hits filed as inhibitors; also: potency is read from the fitted curve at half-maximal effect; % is scaled to controls: 0 for no effect and ±100 for the full control effect
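Eya2 protein (added as 0.2 uM solution) was preincubated with compound for 10 min at ambient temperature in 50 mM HEPES pH 7.5, 50 mM NaCl, 5 uM MgCl2, 0.05% BSA, 1 mM DTT. OMFP (added at 50 uM) then reacted 10 min; fluorescence read at 485/525 nm.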
ASM inhibitor: Inhibitors of Secretory Acid Sphingomyelinase (S-ASM): qHTS; hit rate 0.006% among 340,000; placental ASM, HMU-PC fluorogenic substrate, 60 min; Potency, µM (series often up to 57.5 µM), without a hit: top-dose activity change, negative = inhibition, most hits filed as inhibitors; also: potency is read from the fitted curve at half-maximal effect
Target sequence (P17405 47-631 limits assumed): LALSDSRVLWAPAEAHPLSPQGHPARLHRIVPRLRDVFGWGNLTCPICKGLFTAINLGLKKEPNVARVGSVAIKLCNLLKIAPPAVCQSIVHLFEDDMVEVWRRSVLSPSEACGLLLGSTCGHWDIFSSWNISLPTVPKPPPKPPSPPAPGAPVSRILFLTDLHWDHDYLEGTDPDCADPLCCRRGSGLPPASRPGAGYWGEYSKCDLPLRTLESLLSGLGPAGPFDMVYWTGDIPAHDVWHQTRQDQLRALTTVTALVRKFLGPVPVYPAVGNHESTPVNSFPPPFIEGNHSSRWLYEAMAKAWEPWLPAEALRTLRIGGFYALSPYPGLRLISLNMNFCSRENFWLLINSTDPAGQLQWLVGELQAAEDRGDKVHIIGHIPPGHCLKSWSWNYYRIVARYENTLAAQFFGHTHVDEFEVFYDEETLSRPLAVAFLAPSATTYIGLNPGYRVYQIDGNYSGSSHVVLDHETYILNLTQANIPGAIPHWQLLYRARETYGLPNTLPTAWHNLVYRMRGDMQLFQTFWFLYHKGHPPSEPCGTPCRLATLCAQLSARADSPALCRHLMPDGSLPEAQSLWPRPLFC
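Human placenta-derived ASM enzyme was preincubated with compound for 10 minutes at room temperature, then given fluorogenic substrate HMU-PC0 (9 uM final) for 60 minutes at 37 °C; a pH 10 stop preceded fluorescence reading at Ex 386/Em 447 nm.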
PTAP TSG101 blk: qHTS Assay for Iinhibitors of HIV-1 Budding by Blocking the Interaction of PTAP/TSG101; Tumor susceptibility gene 101 protein (Homo sapiens), Q99816; Fluorescence polarization, FITC-PTAP peptide / Tsg101 binding; Potency, µM (top dose mostly 115 µM), without a hit: at the top dose activity change, negative = inhibition, most hits filed as inhibitors; 340,000 tested, under 10 active; AID 493005, 2010; active = well fitted inhibition curve with a large enough effect in the main read-out, with a control signal flat, not every such curve was filed as active; inconclusive = small, poorly fitted or top-dose-only effect, or effect the other way, or a change in a side signal; inactive = no such curve, though single readings can be large or run the other way; also: potency is read from the fitted curve at half-maximal effect; % of control where 0% means no effect
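Fluorescence polarization binding of Tsg101 binding domain (10 uM final) to FITC-labeled PTAP peptide (50 nM final) in HEPES pH 7.5 buffer with NaCl, Tween 20, EDTA, TCEP. Compounds added before peptide; binding 20 min at RT.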
A-T KAP1 phos: qHTS Assay for Identifying a Potential Treatment of Ataxia-Telangiectasia | hit rate 0.19% among 320,000 | Potency, µM (top dose mostly 57.5 µM), without a hit: at the highest dose activation, hits mostly activators | […] A-T fibroblasts, KAP-1 phosphorylation AlphaLISA; neocarzinostatin DNA damage 30 min before lysis; also: potency is read from the fitted curve at half-maximal effect; % of control where 0% means no effect; nearly all actives have a fitted effect of over 45% in size
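ATM-like activity read as KAP-1 phosphorylation via AlphaLISA donor/acceptor antibody pairs after lysis and 6 hr at 25C. Cells were ATM-null patient fibroblasts ([…], hTERT), dosed 60 min, then exposed to the DSB inducer NCS for 30 min.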
TSHR antag: Antagonists of the Thyroid Stimulating Hormone Receptor: HTS campaign; hit rate 0.2% among 330,000; activity change, negative = inhibition, % at 11.5 µM; Thyrotropin receptor (Homo sapiens), P16473; AID 504810, 2011; TSHR-expressing cells, TSH-stimulated cAMP HTRF, 2 h; active compounds read low;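 active = activity change below a set negative limit, meaning inhibition stronger than a set level, cut at about -70% in these data; inconclusive = activity change between two set negative limits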; also: % is scaled to controls: 0 for no effect and ±100 for the full control effect
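Competitive HTRF cAMP read-out (cryptate anti-cAMP antibody, cAMP-d2; 30 min, room temperature) in freshly harvested TSHR cells. Compounds added before TSH at EC80 (4nM final), followed by 2 hours' incubation at 37 deg C.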
Integrin act MD: qHTS for Activators of Integrin-Mediated Alleviation for Muscular Dystrophy; alpha7betagal myoblasts, beta-gal FDG fluorescence, 48 h; Potency, µM (doses to about 38.3 µM), inactives show at the highest dose activation, usual class: activators; hit rate 0.064% among 350,000; AID 624291, 2012;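 also: potency is read from the fitted curve at half-maximal effect; 100% = response of the positive control SU9516; nearly all actives have a fitted effect of over 60% in size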
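alpha7betagal+/- myoblasts (passage 13, 250/well) treated 48 h at 37C with compounds at 1:260 dilution of DMSO stock. Lysed, then beta-galactosidase activity read as FDG fluorescence (ex 480/em 540) after 30 min, with pre-read for autofluorescence.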
Mito fusion act: qHTS Assay for Small Molecule Inhibitors of Mitochondrial Division or Activators of Mitochondrial Fusion; S. cerevisiae fusion-defective mutant growth rescue, CellTiterGlo 48 h; Potency, µM (series often up to 46.1 µM), inactives show at the top dose growth rescue (activation), hits mostly activators; hit rate 0.23% among 320,000;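 also: potency is read from the fitted curve at half-maximal effect; % of control where 0% means no effect; nearly all actives have a fitted effect of over 45% in size; temperature-sensitive fusion mutants such as fzo1-1 at 37 °C on non-fermentable ethanol glycerol medium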
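Luminescent cell viability in 1536-well qHTS format served as the measure of rescued growth in ts fusion-mutant S. cerevisiae cultured on non-fermentable YPEG for 48 hours at 37C.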
Tb PFK inh: qHTS Assay to Find Inhibitors of T. brucei phosphofructokinase. ATP-dependent 6-phosphofructokinase (Trypanosoma brucei brucei), O15648. T. brucei PFK, ADP-Glo luminescence. Potency, µM (titrated, usually from 57.5 µM), for inactives: top-dose activity, negative = inhibition, hits mostly inhibitors. hit rate 0.17% among 330,000. AID 485367, 2010;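 also: potency is read from the fitted curve at half-maximal effect; 0% = uninhibited 1x PFK enzyme wells and -100% = no-enzyme wells; nearly all actives have a fitted effect of over 60% in size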
Target sequence (O15648 whole entry, looked up): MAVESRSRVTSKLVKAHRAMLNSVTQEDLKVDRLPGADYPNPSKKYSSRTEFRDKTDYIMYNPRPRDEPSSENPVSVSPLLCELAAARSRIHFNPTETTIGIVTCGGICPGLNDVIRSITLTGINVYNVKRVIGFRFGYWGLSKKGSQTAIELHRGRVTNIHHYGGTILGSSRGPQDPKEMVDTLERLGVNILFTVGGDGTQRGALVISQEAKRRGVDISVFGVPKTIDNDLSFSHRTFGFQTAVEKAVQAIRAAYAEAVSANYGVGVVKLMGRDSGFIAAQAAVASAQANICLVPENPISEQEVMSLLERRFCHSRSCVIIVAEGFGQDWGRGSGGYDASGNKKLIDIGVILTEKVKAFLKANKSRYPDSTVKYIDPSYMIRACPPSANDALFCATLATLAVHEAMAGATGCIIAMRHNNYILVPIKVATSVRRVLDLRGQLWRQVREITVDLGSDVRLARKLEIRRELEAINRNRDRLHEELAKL
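1.25 nM PFK with 0.5 mM F6P and 0.1 mM ATP in 0.1 M TEA pH 8.0, 5 mM MgCl2, incubated 45 min at room temperature; ADP measured by ADP-Glo luminescence; compounds titrated up to 57 uM.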
TCR activator: Activators of T cell receptors: qHTS campaign; primary human leukocytes, anti-CD3, IL-2 HTRF, 48 h; 330,000 tested, under 10 active; Potency, µM (series often up to 9.22 µM), inactives show top-dose activation of IL-2 secretion, hits mostly activators; also: % of control where 0% means no effect
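Readout: HTRF IL-2, Eu-cryptate/d2 antibody pair, 320nm excitation, 665nm emission. Stimulus: a-CD3 beads, no co-stimulation. Cells: primary human leukocytes. Exposure: 48 hr with compound.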
BCR signal inh: qHTS Assay to Find Inhibitors of Chronic Active B-Cell Receptor Signaling; ABC-DLBCL IkBa-CBG/CBR reporter, luminescence ratio, 4 h; Potency, µM (highest dose often 46.1 µM), for the others: at the highest dose ratio change, negative = lower green/red ratio, hits mostly inhibitors; hit rate 0.05% among 340,000; AID 493014, 2011; active = well fitted inhibition curve with a large enough effect in the signal ratio, with a control signal flat, not every such curve was filed as active; inconclusive = small, poorly fitted or top-dose-only effect, or effect the other way, or a change in a side signal; the % refers to the signal ratio;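 also: potency is read from the fitted curve at half-maximal effect; plate controls were basal doxycycline-induced cells for no effect and cells given 10 µM MG132 for full effect; MG132 reads +100%, hits lower the ratio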
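Doxycycline induced both beetle luciferases in TMD8 lymphoma cells; IKK-driven degradation limits the IkappaBalpha-fused green signal, while red luminescence normalises for cell number and nonspecific effects. Compounds tested up to 46 uM, 4 hrs.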
* = called active by the depositor; ? = inconclusive; nt = no result given; [ ] = remark or other dose. Unless noted, calls follow the shape of the dose curve; as a rule, active = well fitted curve in the direction sought with a large enough effect; inconclusive = small, poorly fitted or top-dose-only effect, or another doubt; inactive = no such curve, though single readings can be large; an effect the other way counts as inactive or inconclusive.

SMILES	ELG1 repair inh	Eya2 phos inh	ASM inhibitor	PTAP TSG101 blk	A-T KAP1 phos	TSHR antag	Integrin act MD	Mito fusion act	Tb PFK inh	TCR activator	BCR signal inh
COc1ccccc1NC(=S)NCc1cccs1	0%	3%	0%	-2%	4%	2	43%	-7%	-2%	-2%[46.1 µM]	?
CN(C)CCNC(=O)Cn1ccc2cc(S(=O)(=O)N3CCCCC3)ccc21	23%	0%	-1%	-4%	-2%	3	-19%	-3%	-2%	-3%	-3%
Cc1ccc(-c2nc(SCC(=O)c3c(N)n(C)c(=O)n(C)c3=O)n[nH]2)cc1	0%	-5%	-3%	-4%	-2%	2	-5%	3%	2%	-1%	-1%
O=C(Nc1cccnc1)c1cc([N+](=O)[O-])ccc1Cl	?	6%	3%	1%	-14%	-8	-29%	-6%	0%	0%	-25%
CCOC(=O)c1cnc2c(OC)cccc2c1Nc1ccc2c(c1)OCCO2	?	0%	nt	0%	3%	-3	-11%	16%	-9%	0%[46.1 µM]	?
CC1CCC(NC(=O)CCS(=O)(=O)c2ccc3c(c2)oc(=O)n3C)CC1 (stereo not given)	14%	5%	6%	-3%	-2%	0	-37%	1%	-3%	13%	4%
CCc1cccc(NC(=O)CC2SC(N3CCCC3)=NC2=O)c1 (stereo not given)	7%	-14%	3%	-2%	4%	0	-6%	nt	2%	3%	-2%
COc1ccc(N2CCN(C(=O)c3oc4ccccc4c3NC(=O)Cc3cccc(OC)c3)CC2)cc1	-28%	1%	-10%	-7%	4%	-4	-13%	16%	2%	3%	3%
CCN(C(=O)COc1ncnc2scc(-c3ccc(F)cc3)c12)C1CCS(=O)(=O)C1 (stereo not given)	0%	-7%	-1%	-1%	1%	-4	3%	-2%	2%	0%	-15%
CN1CCN(Cc2nc3c(c(=O)n(C)c(=O)n3C)n2CCCc2ccccc2)CC1	2%	?	1%	-11%	-5%	29	-11%	2%	4%	-6%	-2%
Cc1cc(C)c2[nH]c(=O)c(CN(CC3CCCO3)S(=O)(=O)c3ccc4c(c3)OCCO4)cc2c1 (stereo not given)	?	-2%	2%	0%	3%	9	7%	7%	4%	nt	-1%
Cc1cc(=O)[nH]c(SC/C=C/c2ccccc2)n1	27%	4%	-3%	-5%	-1%	0	-14%	13%	-6%	-9%	0%
Cc1ccc2cc(CCNC(=O)C3CCCC3)c(=O)[nH]c2c1	14%	-6%	1%	-2%	2%	-1	-2%	-3%	-1%	-9%	?
Cc1ccc(OCCn2cc(/C=C/C(=O)O)c3ccccc32)cc1	3%	?	-18%	0%	-14%	-13	1%	28%	-9%	-10%	0%
CCc1nonc1NC(=O)c1oc2ccc(Br)cc2c1C	?	1%	-1%	9%	1%	-14	-19%	1%	2%	0%	7%
CCCCOc1ccc(Cc2cnc(N)nc2N)cc1	-15%	-5%	-2%	1%	-5%	12	-10%	6%	0%	1%	-2%
CC(C)CN1C(=O)C(=O)N(CC(=O)NCc2ccc3c(c2)OCO3)C1=O	1%	-2%	-2%	-6%	nt	-6	-14%	0%	2%	-42%	-13%
COc1ccc(C(=O)Nc2nc(C)cs2)cc1S(=O)(=O)N1CCCC1	10%	?	3%	-7%	0%	-2	-5%	2%	2%	-3%	?
Cc1ccc(C(=O)NCC(=O)Nc2ccc(C)c(S(=O)(=O)Nc3ccc(Cl)cc3)c2)s1	-5%	1%	-20%	0%	12%	-50	10%	-1%	2%	1%	?
CCCCCC(=O)Nc1c2c(nc3ccccc13)CCC2	-8%	1%	3%	-8%	9%	2	?	2%	-1%	nt	3%
NC(=O)CSc1ccc(S(=O)(=O)N2CCOCC2)cn1	16%	4%	1%	-6%	0%	-6	-30%	2%	-7%	0%	4%
Cc1[nH]c2ccccc2c1C(=O)C(=O)N1CCN(c2ccccc2)CC1	7%	9%	-5%	-7%	-5%	11	-17%	2%	0%	-1%	?
COc1ccc(-c2noc(CNS(=O)(=O)c3ccc(NC(C)=O)cc3)n2)cc1OC	2%	12%	0%	-11%	1%	-3	14%	-3%	-4%	5%	3%
COCCC(=O)N1CCC(Oc2ccc(C(=O)NC3CCOC(C)(C)C3)cc2)CC1 (stereo not given)	?	-8%	6%	-1%	-7%	1	18%	5%	-2%	0%	0%
O=C(Nc1ccc(Cl)c(Cl)c1)N(CCCN1CCOCC1)Cc1cccs1	-10%	-12%	-3%	0%	-4%	-8	-15%	0%	-9%	1%	?
O=C1c2cccc(O)c2C(=O)c2c(O)cccc21	-27%	2%	nt	nt	0%	-6	nt	2%	0%	nt	0%
O=C(Nc1ccc2c(c1)C(=O)NC2=O)c1cccc(Cl)c1	-3%	5%	31%	1%	0%	-9	-5%	0%	-29%	7%	-9%
Cn1nnnc1SCC(=O)NNC(=O)c1ccc(Br)cc1	7%	4%	3%	-6%	-9%	12	-13%	-3%	-3%	2%	9%
CNC(=S)NNC(=O)c1cccn(Cc2ccc(Cl)cc2Cl)c1=O	6%	-3%	nt	nt	2%	0	nt	-2%	-6%	nt	?
Cc1ccc(S(=O)(=O)NNC(=O)c2sc(=S)n(C)c2C)cc1	9%	-13%	0%	-1%	-8%	-1	-14%	1%	0%	9%[46.1 µM]	-1%
COc1ccc2oc(=O)c(C(=O)Nc3cccc(C)c3)cc2c1	?	-6%	0%	0%	-1%	-10	0%	2%	0%	10%	?
COc1ccc(NC(=O)/C(=C\c2ccc(F)cc2)NC(=O)c2ccco2)cc1	11%	-14%	-17%	-3%	-1%	-3	-9%	-3%	0%	1%	?
CC(Cc1ccccc1)NC(=O)CCCN1C(=O)c2ccccc2C1=O (stereo not given)	-7%	-20%	5%	-6%	1%	1	?	-4%	1%	4%	13%
Cc1ccccc1N1CCN(Cc2nc(Cc3ccccc3F)no2)CC1	-9%	15%	4%	-1%	10%	-9	-11%	6%	1%	2%	?
CCCc1[nH]nc2c1C(c1c(C)nn(-c3ccccc3)c1Cl)C(C#N)=C(N)O2 (stereo not given)	-19%	-21%	-6%	-3%	8%	-18	-27%	-6%	0%	-1%	?
C#CCOC(=O)C[N+](C)(C)CC=C	19%	-19%	-1%	-4%	-5%	6	0%	-3%	0%	-5%	4%
Cc1ccc(S(=O)(=O)Nc2nnc(CC(C)(C)C)s2)cc1	4%	2%	9%	-3%	5%	5	14%	8%	6%	-4%	6%
Cc1cccc(C(=O)OCC(=O)N2CC(C)OC(C)C2)c1C (stereo not given)	14%	14%	-1%	-4%	-1%	-4	33%	1%	0%	3%	1%
Cc1cccc(C(=O)NCC(c2cccs2)N2CCOCC2)c1 (stereo not given)	-30%	8%	0%	-7%	-2%	8	18%	5%	0%	4%	11%
O=C(COc1ccc(Cl)cc1Cl)N/N=C/c1ccccn1	0%	-8%	0%	0%	-5%	16	-33%	4%	-14%	1%	?
Cc1ccccc1CSc1nnc(-c2cccnc2)n1N	?	14%	-1%	-1%	6%	-6	12%	0%	0%	1%	5%

Bioassay records deposited in PubChem by National Center for Advancing Translational Sciences (NCATS).
